SUMO HTRF inh: inhibitors of human SUMOylation (UBC9). inhibition, % at 35 µM. 0.36% of 290,000 active. AID 2006. HTRF SUMOylation assay, SAE1/SAE2 + UBC9, in vitro. P63279; in the data active means inhibition above about 50%, passing the limit was not always enough; further: strong numbers were not always called active
Target sequence (P63279 whole entry, looked up): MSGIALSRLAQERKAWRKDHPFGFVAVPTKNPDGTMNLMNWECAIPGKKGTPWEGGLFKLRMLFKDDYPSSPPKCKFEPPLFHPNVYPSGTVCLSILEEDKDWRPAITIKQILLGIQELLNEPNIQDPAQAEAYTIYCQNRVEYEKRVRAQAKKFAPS
PHOSPHO1 block: inhibitors of human PHOSPHO1 phosphatase. recombinant PHOSPHO1, absorbance phosphatase assay. 1.1% of 290,000 active. AID 1565. inhibition, % at 13.3 µM. Q8TCT1; in the data active means inhibition above about 60%
Target sequence (Q8TCT1 whole entry, looked up): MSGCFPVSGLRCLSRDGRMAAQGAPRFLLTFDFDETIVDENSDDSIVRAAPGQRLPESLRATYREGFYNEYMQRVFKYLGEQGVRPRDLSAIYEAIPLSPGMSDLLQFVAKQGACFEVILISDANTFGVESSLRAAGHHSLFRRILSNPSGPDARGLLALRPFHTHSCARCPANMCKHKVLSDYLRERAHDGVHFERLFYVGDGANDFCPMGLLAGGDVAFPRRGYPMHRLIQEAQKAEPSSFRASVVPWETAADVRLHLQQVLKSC
IMP-1 inh: inhibitors of Pseudomonas aeruginosa IMP-1 metallo-beta-lactamase. purified IMP-1, nitrocefin hydrolysis, epi-absorbance fluorescence. inhibition, % at 5.6 µM. 0.45% of 290,000 active. AID 1556;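 active means inhibition above the mean plus 3 SD of all compounds in the same screening run, cut at about 4.5% in these data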;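 further: 0% = IMP-1 with DMSO and 100% = DMSO wells lacking enzyme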
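Assay system: purified IMP-1; Quantity: IMP-1 0.2 nM before substrate addition; Medium: HEPES buffer pH 7.1 with ZnSO4 and Brij 35; Incubation: 15 min enzyme–compound preincubation, then 25 min nitrocefin reaction, 25 °C; Signal: fluorescence quenching readout, ex 480/em 530 nm; Controls: DMSO with and without IMP-1; Repeats: singlicate testing.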
VIM-2 inhibitor: inhibitors of Pseudomonas aeruginosa VIM-2 metallo-beta-lactamase. purified VIM-2, nitrocefin hydrolysis, epi-absorbance fluorescence. inhibition, % at 5.6 µM. 0.89% of 290,000 active. AID 1527;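 active means inhibition above the mean of all tested compounds plus 3 SD, cutoff set per screening run, cut at about 7.5% in these data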;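 further: red hydrolysis product quenches plate fluorescence so inhibitors raise well fluorescence; 0% = enzyme with DMSO and 100% = DMSO without enzyme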
MEKK3 PB1 HTS: MEKK3-MEK5 PB1 interaction, increase or decrease; Q99759; bead-based flow cytometry, Alexa488-MEK5 binding to MEKK3; actives lie on both sides; 0 = blocked by unlabeled MEK5, 100 = vehicle; binding response (% of control), % at 10 µM; 1.4% of 290,000 active; AID 1529;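 active means binding response more than 3 SD above or below the average of its plate-row segment, actives on both sides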;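 further: Alexa488 bead fluorescence after subtracting the streptavidin-only scavenger bead signal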
Target sequence (Q99759 whole entry, looked up): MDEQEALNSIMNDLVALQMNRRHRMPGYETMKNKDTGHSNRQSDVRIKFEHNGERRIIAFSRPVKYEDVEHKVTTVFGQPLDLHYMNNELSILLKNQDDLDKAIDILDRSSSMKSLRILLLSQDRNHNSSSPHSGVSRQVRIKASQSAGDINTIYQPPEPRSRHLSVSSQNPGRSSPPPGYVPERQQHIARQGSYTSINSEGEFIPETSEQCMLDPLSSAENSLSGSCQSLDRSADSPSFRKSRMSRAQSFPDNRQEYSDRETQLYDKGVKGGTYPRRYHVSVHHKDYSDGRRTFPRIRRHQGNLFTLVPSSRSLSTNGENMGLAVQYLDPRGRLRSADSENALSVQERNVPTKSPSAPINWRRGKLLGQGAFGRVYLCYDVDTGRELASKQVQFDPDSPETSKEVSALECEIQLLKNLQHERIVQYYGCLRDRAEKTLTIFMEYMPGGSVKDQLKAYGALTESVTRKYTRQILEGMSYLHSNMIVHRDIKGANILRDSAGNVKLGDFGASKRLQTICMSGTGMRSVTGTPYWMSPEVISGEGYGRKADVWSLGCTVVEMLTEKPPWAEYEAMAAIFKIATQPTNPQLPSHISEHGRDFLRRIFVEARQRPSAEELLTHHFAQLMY
DNA FID counter: counter-screen for HCV NS3 helicase inhibitors: DNA intercalator displacement | 0.17% of 290,000 active | DNA fluorescent intercalator displacement, fluorescence | inhibition, % at 7.9 µM | AID 1845; in the data active means inhibition above about 37%;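 further: 0% = vehicle and 100% = reference compound; higher means more ethidium bromide displaced from hairpin DNA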
p-CIP stab down: lowers stability of the mouse p/CIP coactivator protein; F442A p/CIP-EGFP cells, EGFP fluorescence, 16 h; Q05BA5; decrease of EGFP signal, % at 10 µM; 0.01% of 290,000 active;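 active means EGFP signal decrease of at least 30% at 10 µM or well 3 SD below plate mean, unless failing retest; inactive means the rest, including hits failing retest or dose response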; further: some compounds called inactive have numbers as strong as hits; many of its hits are not listed in these tables
IDE act: activators of human insulin-degrading enzyme in cells; P14735; HEK cells, FAbeta-B cleavage, fluorescence polarization; 0% vehicle, 100% cell-free pure enzyme wells; activation, % at 5.96 µM; 0.073% of 340,000 active;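 active means activation above the mean of all tested compounds plus 3 SD, set per screening campaign, cut at about 17% in these data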
NS3 helicase inh: HCV NS3 helicase inhibition; NS3 helicase DNA unwinding, Cy5 molecular beacon fluorescence; inhibition, % at 10.9 µM; 0.56% of 290,000 active;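 active means inhibition above the mean of all tested compounds plus 3 SD, set per campaign, cut at about 35% in these data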;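 further: 0% = DMSO wells and 100% = thioflavine S control wells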
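System: Hepatitis C virus NS3 helicase domain fragment enzyme | Reagent: Annealed dual-labelled DNA beacon duplex, ATP-started | Compound dosing: 10.9 µM single point, 0.8% DMSO | Incubation: 1 h reaction at 25 °C, ATP-initiated | Technique: Cy5 fluorescence | Evaluation: Percent inhibition from t60/t0 fluorescence ratio | Benchmarks: Low DMSO, high thioflavine S at 110 µM | Replication: Singlicate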
* marks the source's active call; other numbers are inactive results; · = no result given. Not all compounds are listed; the hit share may differ from the screen's.

SMILES	SUMO HTRF inh	PHOSPHO1 block	IMP-1 inh	VIM-2 inhibitor	MEKK3 PB1 HTS	DNA FID counter	p-CIP stab down	IDE act	NS3 helicase inh
COCc1cc(=O)n2[nH]c(C)c(-c3ccccc3)c2n1	22	14	-0.8	2.2	94	-3	5	5	19
CCOC(=O)C1CCN(C2=NC(=O)/C(=C/c3ccc(O)cc3)S2)CC1	-1	11	-2.0	-2.5	94	-28	-14	-1	-13
Cc1sc(-c2ccncc2)nc1OC(=O)c1cc(Cl)cc(Cl)c1	13	17	5.7*	-1.5	101	-6	-1	1	-8
CN(C)c1nn(C(=O)Nc2cccc(C(F)(F)F)c2)cc1-c1ccccc1	-23	9	0.5	-2.2	100	1	-4	1	-2
O=C(Nc1ccc2oc(-c3cccc4ccccc34)nc2c1)c1ncn[nH]1	·	5	-3.0	-4.9	101	2	-3	2	5
COc1ccc(N2C(=O)c3ccccc3NC23CCCC3)cc1	-6	20	-3.6	-0.3	97	-3	-2	5	0
CC(=O)c1ccc(NC(=O)/C(=C\c2ccc(F)cc2)NC(=O)c2ccco2)cc1	6	36	-2.9	-3.0	103	-15	14	3	-4
Nc1cc(-c2ccc(OC(F)(F)F)cc2)nn1-c1ccc(Cl)c(Cl)c1	-1	29	-0.4	-1.1	102	12	-21	·	0
COc1cc(-c2nc(-c3ccc(Br)o3)no2)cc(OC)c1OC	18	-2	-1.9	-2.9	107	2	-18	2	5
CCc1nnc(NC(=O)CSc2nccn2-c2cccc(C)c2C)s1	25	50	-3.1	-1.3	109	-28	-21	4	-4
COc1cccc(OC)c1NC(=O)NC(=O)c1c(OC)c(Br)cc([N+](=O)[O-])c1OC	-3	6	-4.7	-0.4	101	-17	-10	·	-12
CC1(C)CC(=O)C(C(N)=NC(=O)c2ccc([N+](=O)[O-])cc2)=C(O)C1	-19	-10	-3.5	-0.8	102	-1	-5	0	3
O=C(CSc1nccc(=O)[nH]1)c1ccccc1Br	-7	17	-3.2	-2.9	103	-6	-8	5	-6
COc1ccc([N+](=O)[O-])cc1N(CC(O)CN(C)C)S(=O)(=O)c1ccc(C)cc1 (stereo not given)	10	-17	-0.7	-0.6	95	16	1	-2	4
CCC(C)c1ccccc1NC(=O)COC(=O)c1ccc(C)c(NC(=O)c2ccco2)c1 (stereo not given)	4	-7	-1.1	2.9	93	-28	-13	4	0
CCc1nnc(NC(=O)CSc2nnc(CSc3nc(C)cc(C)n3)n2C)s1	8	11	-1.7	2.6	94	-1	-12	4	-6
COc1cccc(C2CC(c3ccc(Cl)cc3)n3nc(N)nc3N2)c1 (stereo not given)	13	20	-0.9	-0.2	84	-23	-11	4	-7
O=C(CN1CCN(c2cccc(Cl)c2)CC1)Nc1nccs1	0	16	-3.2	-4.0	100	-8	-6	-1	-11
CN1CCN(c2nc(-c3cccs3)nc3ccccc23)CC1	-8	-3	-0.3	0.7	87	19	-28	8	-3
C/C(=N\NC(=O)Cc1cccn1C)c1cccs1	13	18	0.3	-2.0	104	-1	-8	6	10
O=C(OCC(=O)N1CCc2ccccc2C1)c1cccc([N+](=O)[O-])c1	-9	-16	-5.3	-2.3	101	-6	-4	1	7
N#Cc1c(N)oc(-c2cccs2)c1-c1cccs1	16	-7	-0.6	0.2	105	4	-2	6	3
CSc1nnc(N2C(=O)C(O)=C(C(=O)c3ccco3)C2c2ccc(F)cc2)s1 (stereo not given)	0	7	-1.8	-1.6	101	-15	-8	-1	11
O=C1CC(=O)Nc2cc(S(=O)(=O)N3CCN(c4ccc([N+](=O)[O-])cc4)CC3)ccc2N1	25	32	-1.8	-1.1	102	0	0	0	6
CCc1ccnc(NC(=O)NS(=O)(=O)c2ccc(C)cc2)c1	5	-6	-1.6	-0.6	94	-2	2	·	-3

Following part:
SMILES	SUMO HTRF inh	PHOSPHO1 block	IMP-1 inh	VIM-2 inhibitor	MEKK3 PB1 HTS	DNA FID counter	p-CIP stab down	IDE act	NS3 helicase inh
CC(C)(C)OC(=O)NCCCC[C@H](NC(=O)c1nc[nH]c1C(=O)NCC(=O)OCc1ccccc1)C(=O)OC(C)(C)C	-27	-2	-2.1	-3.0	98	-49	-2	4	-17
CCOC(=O)C1(Cc2ccccc2Cl)CCN(C(=O)c2cc(C)on2)CC1	-4	29	2.1	0.8	100	-50	14	7	16
O=C(c1ccc(C(F)(F)F)cc1)N1CCC(=O)N(C(COCc2ccc(C(F)(F)F)cc2)Cc2ccccc2)CC1 (stereo not given)	-21	-1	-4.4	-3.4	89	-40	-12	-3	-24
CCOC(=O)c1cc2sccc2n1CC(=O)Nc1ccc(OC)cc1OC	3	-17	-6.2	-6.9	64	-9	3	2	-6
O=C(NC1=NCCS1)C1CCCCC1	16	36	-4.6	-2.2	109	-2	-1	0	13
Cc1cc(NS(=O)(=O)c2ccc(-c3ccccc3)cc2)no1	16	5	-4.4	-2.8	102	-24	-1	3	5
Cc1ccc(C(=O)Nc2cccc(O)c2)cc1S(=O)(=O)N1CCCCCC1	-9	31	-4.6	-1.2	99	-19	-14	3	-10
COC(=O)c1sccc1NC(=O)c1cccnc1	16	2	-0.8	3.9	95	-1	-3	5	0
CC(NC(=O)CCNS(=O)(=O)c1cccc2nonc12)c1ccccc1 (stereo not given)	9	26	-5.2	-3.3	103	-7	3	-1	4
Cc1cc(C)cc(C(=O)NCC(=O)OCC(=O)Nc2cccnc2Cl)c1	2	28	-3.3	-2.3	98	-2	-2	2	6
O=C(c1cccs1)N1CCN(c2cccc(Cl)c2)CC1	7	8	-2.7	-0.7	102	-16	0	1	-7
COCCNC(=O)C(=O)c1cc(C)n(-c2ccc([N+](=O)[O-])cc2)c1C	-2	-14	-2.5	0.6	80	-8	1	1	0
C=CCn1c(-c2ccc([N+](=O)[O-])cc2)n[nH]c1=S	4	26	-3.3	-1.2	102	-3	-5	0	-4
O=C(O)[C@@H]1CCCN1C(=O)CCc1c[nH]c2ccccc12	-6	33	-2.8	-4.4	98	-4	4	0	-1
CCOC(=O)CC1C(=O)NCCN1C(=O)c1sc2ccccc2c1Cl (stereo not given)	8	41	-2.9	-2.5	109	-5	12	1	2
CC[N+](CC)(CC)CCCCOc1ccc2c(c1)C(=O)c1cc(OCCCC[N+](CC)(CC)CC)ccc1-2	-17	-21	-0.5	0.1	107	90*	-9	-2	-16
O=C(OCc1nnc(-c2ccc(Br)cc2)o1)c1cncc(Br)c1	3	20	0.8	2.2	81	2	-9	3	-4
O=S(=O)(c1cccc(Cl)c1)N1CCCC1	24	10	-2.1	-0.6	76	0	1	4	-2
Cc1nn(-c2ccccc2)c(C)c1C=O	8	22	-2.2	-1.0	97	2	-8	·	0
O=C(CSc1ccc(-c2ccc(F)cc2)nn1)NCc1ccco1	18	-26	-4.0	-3.3	109	-3	-6	-5	-4
COc1cccc(C(=O)N2CCN(Cc3ccccc3Br)CC2)c1	-2	50	7.4*	0.6	96	-26	-1	10	2
C=CCc1cccc(C2Nc3ccccc3C(=O)N2O)c1O (stereo not given)	-3	38	-2.9	-3.5	93	3	-13	-1	-1
CSc1cccc(NC(=O)CN(C)S(=O)(=O)c2cnc[nH]2)c1	13	32	-0.2	-2.6	106	-1	-6	5	6
CCOC(=O)c1c(NC(=O)CN2CCCCC2)sc2c1CCCC2O (stereo not given)	8	3	-9.1	1.5	103	-21	-5	-2	-2
COc1cc2c(cc1OC)C(C)N(C(=O)Nc1ccccc1)CC2 (stereo not given)	1	29	-3.0	-2.2	104	-13	2	-1	-2

More records:
SMILES	SUMO HTRF inh	PHOSPHO1 block	IMP-1 inh	VIM-2 inhibitor	MEKK3 PB1 HTS	DNA FID counter	p-CIP stab down	IDE act	NS3 helicase inh
COc1ccc(C(CNC(=O)c2cc3c(s2)CCCC3)N2CCOCC2)cc1 (stereo not given)	12	-21	-3.2	0.5	108	-18	-13	4	-8
CSc1nc2c(c(C(F)(F)F)n1)CC(C)CC2 (stereo not given)	-13	22	-1.6	-1.8	105	1	3	4	7
Cc1cc(C)cc(N(C(=O)Cn2nnc(-c3ccccc3)n2)C(C(=O)NC2CCCCC2)c2ccccn2)c1 (stereo not given)	-13	-4	0.6	1.3	93	-1	7	5	-13
Cc1ccc(OCC(=O)c2ccc3c(c2)CCCC3)cc1C	-12	25	-3.2	0.1	106	-5	-9	5	1
CCOc1ccccc1C1CC(=O)Nc2cc(C)c(C)cc21 (stereo not given)	19	34	-1.8	-1.5	109	-27	6	4	-10
CCc1c(C)c(C#N)c2nc3ccccc3n2c1Cl	6	4	0.7	3.4	95	-1	3	·	1
CCOC(=O)C(Sc1ncc(C#N)c(N)n1)C(C)C (stereo not given)	24	58	0.1	-1.2	95	-5	1	0	1
Cc1ccc(C(C)C)c(OCCCN2CC(C)OC(C)C2)c1 (stereo not given)	-6	7	-2.8	-1.3	85	5	-25	6	-7
CCC(=O)Oc1ccc(NC(=O)c2ccco2)cc1	11	-5	-1.9	-0.9	113	-5	8	1	-16
CCOC(=O)c1ccc(NC(=O)C(=O)NCCc2ccc(OC)cc2)cc1	10	12	-1.0	-5.1	100	-4	3	4	2
CC(C)c1nc(Cl)c(C#N)c2c1CCC2	3	0	-2.0	-0.8	98	-2	6	-3	-4
CCCCc1cc(=O)oc2c(C)c(OCc3nn[nH]n3)ccc12	19	20	-2.2	1.4	100	-32	-12	10	3
CCOc1ccccc1NC(=O)NCc1ccco1	22	20	-0.6	0.2	107	-3	-4	2	-4
O=C(N/N=C1\CCS(=O)(=O)c2ccc(F)cc21)c1ccc([N+](=O)[O-])cc1	28	0	-2.2	-3.6	105	-1	-10	4	2
O=C(NCC[C@@H]1C[C@@H]2C=C[C@H]1C2)c1cc(COc2ccc(F)cc2F)on1	-3	19	0.2	-0.8	99	-12	-2	-2	-9
O=C(CN1C(=O)c2ccccc2S1(=O)=O)NCc1ccccc1	14	23	-2.1	-3.7	100	-5	-5	-4	3
CNC(=O)c1ccc(-c2cc(C(F)(F)F)nn2C)s1	17	42	-0.7	-2.6	103	-1	3	·	-10
COC(=O)c1cn(NC(=O)/C=C/c2cccc(OC)c2OC)c(=O)c2ccccc12	24	-5	-2.2	-2.2	104	4	1	·	8
CC(C)Nc1ccc(Nc2ccnc3cc4ccccc4cc23)cc1	-31	-2	-2.5	1.1	109	73*	-10	-4	-6
Cc1ccc(Nc2nc(-c3ccc(O)c(O)c3)cs2)nc1	8	20	-1.3	-4.6	86	7	-13	·	26

Some of the entries so far, with values under each structure.
Screens in order – SUMO HTRF inh, PHOSPHO1 block, IMP-1 inh, VIM-2 inhibitor, MEKK3 PB1 HTS, DNA FID counter, p-CIP stab down, IDE act, NS3 helicase inh
- O=C(NC1=NCCS1)C1CCCCC1
→ 16, 36, -4.6, -2.2, 109, -2, -1, 0, 13
- Cc1cc(NS(=O)(=O)c2ccc(-c3ccccc3)cc2)no1
→ 16, 5, -4.4, -2.8, 102, -24, -1, 3, 5
- Cc1ccc(C(=O)Nc2cccc(O)c2)cc1S(=O)(=O)N1CCCCCC1
→ -9, 31, -4.6, -1.2, 99, -19, -14, 3, -10
- COC(=O)c1sccc1NC(=O)c1cccnc1
→ 16, 2, -0.8, 3.9, 95, -1, -3, 5, 0
